# Screening results as filed in PubChem.
# TLR9-MyD88 inh = blocks human TLR9 binding to MyD88; Q9NR96+Q99836; CHO BLA complementation TLR9-MyD88, CCF4 FRET ratio; inhibition, % at 4.98 µM; hit rate 0.21% among 340,000; AID 504734;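 active = inhibition above the mean over all tested compounds plus 3 SD, cut at about 21% in these data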;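 also: 0% = DMSO only wells and 100% = clavulanate BLA inhibitor control wells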
# SRC3 inh = inhibits human SRC3 coactivator. hit rate 0.17% among 360,000. inhibition, % at 3.6 µM. Q9Y6Q9. HEK293 GAL4-SRC3 luciferase reporter, luminescence;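 active = inhibition above a per-campaign cutoff, the mean of all compounds plus 3 SD, cut at about 60% in these data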;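 also: 0% = DMSO-treated cells and 100% = gossypol-treated cells at 36 µM; higher means less SRC3-driven luciferase light from the GAL4 reporter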
# EBV LMP1 NFkB = Epstein-Barr LMP1 NF-kappaB reporter inhibition. LMP1-induced NF-kappaB luciferase reporter cells, luminescence. inhibition, % at 12.5 µM. hit rate 0.69% among 350,000. AID 504558; in the data active = inhibition above about 41%;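 also: 0% = neutral control wells and 100% = reference inhibitor control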
# NCOA1 inh = inhibitors of human steroid receptor coactivator 1 (SRC1). Q15788. HEK293 GAL4-SRC1 luciferase reporter, luminescence. inhibition, % at 3.6 µM. hit rate 0.12% among 360,000. AID 588354;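 active = inhibition above the campaign mean plus 3 SD, with each screening campaign given its own cutoff, cut at about 60% in these data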;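 also: 0% = DMSO treated cells and 100% = gossypol at 36 µM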
# NR2F2 inh = blocks human COUP-TFII nuclear receptor; hit rate 0.7% among 370,000; inhibition, % at 8.6 µM; HEK293T NGFI-A luciferase reporter, luminescence;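 active = inhibition above a per-plate cutoff, mean inhibition of test wells between control levels plus 3 SD, cut at about 38% in these data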;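 also: cells cotransfected with COUP-TFII expression vector driving the NGFI-A reporter; 0% = median of COUP-TF2 test wells and 100% = reporter-only cells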
# Target sequence (P24468 whole entry, looked up): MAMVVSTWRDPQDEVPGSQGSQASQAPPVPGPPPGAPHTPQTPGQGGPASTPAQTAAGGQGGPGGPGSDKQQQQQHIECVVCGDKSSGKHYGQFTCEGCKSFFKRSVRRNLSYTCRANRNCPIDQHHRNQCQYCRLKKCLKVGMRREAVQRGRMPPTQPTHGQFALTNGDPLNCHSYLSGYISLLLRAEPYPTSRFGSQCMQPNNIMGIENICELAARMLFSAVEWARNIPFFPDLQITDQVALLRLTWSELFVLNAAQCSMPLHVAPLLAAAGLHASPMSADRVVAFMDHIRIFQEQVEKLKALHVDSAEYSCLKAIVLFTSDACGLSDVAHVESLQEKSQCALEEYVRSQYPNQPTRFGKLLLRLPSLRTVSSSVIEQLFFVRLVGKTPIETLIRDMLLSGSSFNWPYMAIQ
# SRC2 inh = human SRC2 (NCOA2) inhibition; Q15596; HEK293 GAL4-SRC2 luciferase reporter, luminescence; inhibition, % at 9 µM; hit rate 0.17% among 370,000; AID 651957;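 active = inhibition above the mean inhibition of all tested compounds plus 3 SD, set per campaign, cut at about 52% in these data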;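 also: 0% = DMSO treated cells and 100% = cells given Gossypol at 36 µM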
# TRAIL sens C8 = sensitizes caspase-8 expressing cells to TRAIL. inhibition (viability loss, TRAIL sensitization), % at 10 µM. hit rate 1% among 360,000. AID 624354. NB7+C8 cells + TRAIL, ATPlite viability luminescence;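 active = compounds causing at least 50% loss of cell viability in the single-dose screen, relative to plate controls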
# NR5A2 inv ag = suppresses constitutive activity of human LRH-1; O00482; HEK293T StAR-luciferase reporter, LRH-1 transfected, 24 h; inhibition, % at 3.6 µM; hit rate 0.13% among 360,000; AID 602396;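 active = inhibition above the mean inhibition of all tested compounds plus 3 SD, cut at about 73% in these data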;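 also: 0% = DMSO wells and 100% = reporter-only cells lacking LRH-1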
# Target sequence (O00482 whole entry, looked up): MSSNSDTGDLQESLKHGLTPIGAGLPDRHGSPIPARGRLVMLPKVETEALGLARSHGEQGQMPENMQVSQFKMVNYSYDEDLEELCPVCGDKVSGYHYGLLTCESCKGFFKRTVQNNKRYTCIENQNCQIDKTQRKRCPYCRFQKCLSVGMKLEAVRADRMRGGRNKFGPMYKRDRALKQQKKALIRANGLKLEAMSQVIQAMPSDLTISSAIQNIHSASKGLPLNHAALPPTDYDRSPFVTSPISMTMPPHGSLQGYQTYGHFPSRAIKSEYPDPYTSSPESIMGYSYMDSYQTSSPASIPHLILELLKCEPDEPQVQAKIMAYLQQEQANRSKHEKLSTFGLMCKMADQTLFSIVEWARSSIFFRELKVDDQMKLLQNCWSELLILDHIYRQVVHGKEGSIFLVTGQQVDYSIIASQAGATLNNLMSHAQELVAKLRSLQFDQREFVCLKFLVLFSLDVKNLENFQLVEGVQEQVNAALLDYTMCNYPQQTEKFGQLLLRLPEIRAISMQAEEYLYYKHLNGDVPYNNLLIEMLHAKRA
# TROY NFkB inh = TROY signaling inhibition; Q293 LMP1-TROYcd NF-kB luciferase reporter, 4 h; inhibition, % at 10 µM; hit rate 0.98% among 360,000;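 active = compounds whose plate-normalised and pattern-corrected inhibition of the luciferase reporter signal at the single screening dose is 50% or more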
# TWEAK-Fn14 inh = blocks TWEAK-Fn14 interaction in a reporter cell assay. TWEAK-stimulated Fn14 reporter cells, luciferase luminescence, 8 h. inhibition, % at 10 µM. hit rate 2% among 360,000. AID 1159606; in the data active = inhibition above about 50%
# NOD2-RIPK2 inh = inhibitors of human NOD2-RIPK2 interaction; O43353; CHO BLA complementation NOD2-RIPK2, CCF4 ratio; inhibition, % at 4.98 µM; hit rate 0.38% among 360,000; AID 624267; in the data active = inhibition above about 21%;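 also: 0% = vehicle only and 100% = reference blocker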
# An asterisk follows results filed as active; x = no result given. A portion of the library (hit frequency here may not be typical).
SMILES,TLR9-MyD88 inh,SRC3 inh,EBV LMP1 NFkB,NCOA1 inh,NR2F2 inh,SRC2 inh,TRAIL sens C8,NR5A2 inv ag,TROY NFkB inh,TWEAK-Fn14 inh,NOD2-RIPK2 inh
Cc1ccc(-n2nc3c(=O)n(CCCC(=O)NCCc4ccccc4)nc(C)c3c2C)cc1,1,-15,-3,13,-19,9,13,0,2,-10,6
O=C(NCCCCCc1nc2ccccc2[nH]1)c1ccccc1Cl,-2,16,2,-15,22,8,4,-5,-15,-25,-9
Cc1nc(C)c(C(=O)OCC(=O)N2CCN(c3ccccc3)CC2)s1,7,6,7,-26,-5,-10,9,0,-7,3,-6
OCC1(CCOc2ccccc2)CCN(Cc2cn[nH]c2-c2ccc(F)cc2)CC1,3,1,-25,5,13,-2,-4,-3,-12,13,-1
CCOc1ccc(N=Cc2ccc([N+](=O)[O-])cc2)c(O)c1,-10,-99,-5,-64,-47,-52,20,-52,-44,-7,-7
Cc1ccc(O)c(Cn2nnc3ccccc32)c1,-1,10,-1,-17,12,2,-18,-12,11,12,-4
C/C(NCCc1ccc(O)cc1)=C1/CCOC1=O,1,-20,-8,-6,-22,-10,1,-24,1,2,-5
CC(=O)Nc1ccc(S(=O)(=O)NCCC(=O)OCC(=O)N2CCN(C(=O)c3ccco3)CC2)cc1,4,10,0,-3,-4,21,-3,21,15,10,-2
COCc1c(Br)c(C)nc(OCC(=O)O)c1C#N,-6,-49,-1,3,10,1,16,11,0,6,-15
Cc1c(NC(=O)c2ccc3c(c2)OCO3)cccc1-c1nc2ccccc2s1,-9,-70,-9,7,4,-20,10,5,-28,-2,1
Cc1ccc(-c2n[nH]c(=O)c3ccccc23)cc1S(=O)(=O)NCC1CCCO1 (stereo not drawn),1,3,-4,5,-7,-24,-16,8,4,15,-2
Cc1ccc(S(=O)(=O)N2CCOCC2)cc1NC(=O)COC(=O)c1ccc(OCc2c(C)noc2C)cc1,2,5,3,-1,-16,-6,-6,-1,-13,20,0
Cc1nonc1NC(=O)CSc1nnc(-c2ccoc2C)n1CC(C)C,1,10,-2,3,4,-2,29,-1,8,-1,-4
Cc1ccc(N2C(=O)S/C(=C/c3cn(C)c4ccccc34)C2=O)cc1,4,-18,-17,-49,-2,11,12,8,-59,-29,-8
CCn1nnnc1SCC(=O)N1CCc2ccccc21,-14,-7,0,-29,11,-22,-9,-9,-32,0,-7
CCN(CCNC(=O)CC1Oc2ccccc2NC1=O)c1ccccc1 (stereo not drawn),-5,-12,5,7,-9,-14,-8,-9,5,0,6
Cc1ccc2[nH]c3c(c2c1)CN(C(=O)CN1c2ccc(F)cc2CCC1C)CC3 (stereo not drawn),2,1,-1,-4,22,4,11,7,11,23,3
O=c1[nH]c2cc3c(cc2cc1CN(CCO)S(=O)(=O)c1ccccc1Cl)OCCO3,-4,4,-8,-13,4,-27,-7,-4,-16,0,2
Cc1ccc2ccccc2c1C(O)c1ncc(-c2cccc(C(F)(F)F)c2)[nH]1 (stereo not drawn),x,10,x,0,8,-2,1,17,20,32,-10
O=C(c1ccccc1)N1CCCCCC1,-10,2,8,4,-10,-16,-3,8,-17,17,-8
Cc1ccccc1CSc1nncn1N,0,-20,1,0,1,-49,-8,-3,8,0,0
CC(=O)NC(=S)Nc1ccc(NC(=O)COc2ccc(Cl)cc2Cl)cc1,8,-13,-9,-27,4,-26,19,-9,-6,-10,-1
CC(=O)NC12CC3CC(C1)CC(C(=O)N(C)CC(=O)Nc1ccc(F)c(F)c1F)(C3)C2,10,15,-1,-28,1,7,9,12,-16,1,-11
O=C(CN(Cc1ccco1)C(=O)c1cccc(Cl)c1)Nc1c(Cl)cc(Cl)cc1Cl,-3,-5,-14,-14,5,-1,0,5,6,10,-12
COc1cccc(N2CCN(C(=O)NC3CCCCC3)CC2)c1,2,1,3,1,4,-10,-1,5,6,-7,-4
COc1ccc(NC(=O)CN(C)C(=O)c2cn(-c3ccccc3)nc2-c2cccnc2)cc1,-2,7,2,-2,5,-2,11,-12,6,-3,-8
O=C(O)c1sccc1S(=O)(=O)N1CCCCC1,-6,-1,1,-1,3,5,-14,4,2,-25,0
O=C(O)COc1ccccc1/C=N/NC(=O)c1ccc(F)cc1,-1,-3,-8,-33,9,-5,9,4,-7,-17,-3
O=C(O)C(O)(c1ccccc1)C(O)c1ccccc1 (stereo not drawn),2,16,2,6,6,-7,-10,8,-19,6,-4
CCc1ccc(-c2csc(NC(=O)C3CCCO3)c2C(=O)OC(C)C)cc1 (stereo not drawn),-3,23,5,4,17,-22,2,-4,-29,7,-19
CCNC(=O)CC1C(=O)N(c2ccc(F)cc2)C(=O)N1CCc1sccc1C (stereo not drawn),0,-7,-8,2,-4,3,-2,1,-12,-8,3
CC1CCN(CCNC(=O)CCS(=O)(=O)c2ccc(Br)cc2)CC1,3,4,5,4,8,-15,-5,1,13,-15,-8
CC(C)n1nc(C(=O)NCCCN2CCCC2=O)c2ccccc2c1=O,-8,4,-3,-5,-12,-31,14,-17,-9,13,-9
CN(C)/N=C/C=C1\CC/C(=C\c2ccc(Br)cc2)C1=O,4,-5,-22,-6,-12,7,6,-3,-16,1,-1
CN(C)C1(CNC(=O)C2CCN(S(=O)(=O)c3ccccc3C(F)(F)F)CC2)CCCCC1,-2,6,-3,11,12,6,3,-7,4,14,-20
Cc1c(Cl)cnc(NC(=O)COC(=O)c2cccs2)c1Cl,-1,-15,0,-19,-10,6,3,-20,-4,-19,7
CCCn1c(SCC(=O)Nc2cccc(S(=O)(=O)NC3=NCCCCC3)c2)nc2ccccc2c1=O,x,23,8,19,1,26,-4,-10,57*,78*,-9
O=C(CN1C(=O)NC2(CCc3ccccc32)C1=O)Nc1cccc(F)c1 (stereo not drawn),6,6,-4,1,6,2,10,14,-5,-9,-3
Cc1ccc(/C=N/c2sc3c(c2C(N)=O)CCCC3)o1,10,-6,-20,0,-13,-12,-1,-8,-40,-4,-10
O=C(c1cc2sccc2n1Cc1ccccc1)N1CCc2ccccc21,-14,-8,-3,-13,-22,-8,4,-9,-10,17,-8
Cc1ccc(OC(C)C(=O)N2CCc3ccccc32)cc1 (stereo not drawn),2,-5,-28,-16,3,-22,6,6,-23,2,-1
Cc1ccc(/C=C/C(=O)N2CC(=O)Nc3ccccc32)o1,-9,1,-3,6,4,-1,-4,9,7,3,-4
Clc1ccc2c(c1)-c1ccccc1C1=NCCN12,4,-430,29,-44,-10,-68,44,66,-95,-72,-2
CC1CCCN(C(=O)CN2C(=O)C(C)Oc3ccccc32)C1 (stereo not drawn),7,20,2,8,-7,-10,-1,27,10,8,-4
O=C(NC12CCC(O)C(SC1)/C2=N/O)c1ccccc1 (stereo not drawn),4,5,-3,-5,-1,-4,0,14,-8,83*,1
O=C(c1ccc(Cl)cc1)C1CCCN(Cc2cccn2-c2ccccn2)C1 (stereo not drawn),-5,3,6,11,17,2,10,-4,-8,-10,-1
CCOC(=O)c1cc2c(ccc3ccccc32)oc1=O,-3,2,-2,-10,6,6,-2,10,-43,-24,-3
CC(C)(C)CC(=O)Nc1ccc(Nc2ccccc2)cc1,-5,2,-20,-47,-22,-51,5,-54,-43,-53,-10
COc1cccc(-c2cc(C(F)(F)F)nc(N3CCN(c4ccccc4)CC3)n2)c1,2,5,-3,10,10,-17,-1,9,6,7,-11
Cc1cc(NC(=O)c2ccc(Cl)c(S(=O)(=O)N3CCOCC3)c2)no1,8,4,-5,6,-2,-36,-3,-3,0,2,4
Cc1cc2nc(-c3cccnc3SCC(=O)NCc3ccco3)[nH]c2cc1C,-13,-146,-14,-100,-38,-45,61*,-121,-39,31,2
C/C(=N/NS(=O)(=O)c1ccc(Br)cc1)c1ccc(NC(=O)c2ccc(C)o2)cc1,8,-39,-8,-116,-16,-63,10,-83,-26,-8,-2
COc1ccc(-c2nnc(SCCc3ccccc3)n2N)cc1,-1,-33,-13,-12,-4,-4,4,-34,-37,-1,-10
O=C(Nc1nncs1)c1ccc(F)c(S(=O)(=O)N2CCCCC2)c1,1,17,-10,-5,-12,12,15,3,6,14,3
Cc1cccc(Oc2c(C=O)c3ccccc3n2C)c1,-6,13,-2,-18,-2,2,9,-3,6,6,-3
COc1ccc(NC(=O)COn2nnc3ccc(Cl)cc32)cc1OC,-6,-2,-12,-1,-8,-9,6,14,-14,-27,-11
S=c1[nH]nc(-c2ccn[nH]2)n1-c1ccccc1Cl,0,-26,-2,-30,1,-14,1,-33,0,-3,4
COc1ccc(C(=O)C[C@@H]2OC[C@H](Cc3ccccc3)N2S(=O)(=O)c2ccc(C)cc2)cc1OC,x,x,x,x,7,7,2,-7,x,x,-20
COc1ccc(-n2c(Cc3cc(=O)[nH]c(=O)[nH]3)nnc2SCc2ccccc2)cc1,-5,10,0,-14,x,x,1,21,5,-4,-2
CC(=O)Nc1cc(-c2ccc(F)cc2)cn2c(-c3ccc(S(C)(=O)=O)cc3)cnc12,x,-10,x,-6,1,10,9,46,-13,-63,-11
# The list continues.
SMILES,TLR9-MyD88 inh,SRC3 inh,EBV LMP1 NFkB,NCOA1 inh,NR2F2 inh,SRC2 inh,TRAIL sens C8,NR5A2 inv ag,TROY NFkB inh,TWEAK-Fn14 inh,NOD2-RIPK2 inh
Cc1ccc(S(=O)(=O)NC(=NCC(=O)O)c2ccc(F)cc2)cc1,6,0,1,13,0,-1,1,-5,6,4,8
CCCOc1ccc2oc(=O)c3c(c2c1)CCCN3C(=O)CN1CCN(c2ncccn2)CC1,-14,-6,-6,-12,10,1,-9,53,-6,-2,-15
COCC(=O)NNC(=O)c1ccc(OC)cc1,2,-1,3,5,12,21,-1,-9,-35,-3,-13
COc1ccc(C(CC(=O)N2CCN(C)CC2)NC(=O)C(F)(F)F)cc1 (stereo not drawn),2,10,6,9,5,-13,-10,17,5,12,-5
COc1cccc(Oc2nc(-c3ccncc3)nc3ccccc23)c1,x,4,x,-2,-11,-41,3,24,-20,-20,-18
O=C(Cn1cnc2cc([N+](=O)[O-])ccc2c1=O)Nc1cccc2ccccc12,2,5,5,-10,-3,-29,13,24,-8,1,9
CCC1=NC(c2ccccc2)N(O)C1(C)C (stereo not drawn),-2,-15,5,-1,1,-15,-19,6,-3,-4,3
Cc1cccc(C)c1NC(=O)C(c1ccccc1)n1c(-c2ccccc2)nc2ccccc21 (stereo not drawn),x,x,x,x,4,-40,-8,3,x,x,4
C=CC[C@@H](CC(=O)N[C@H](CO)Cc1ccccc1)C(=O)N[C@@H](C)COC(=O)[C@@H](CC=C)CC(=O)OC(C)(C)C,-8,21,4,7,12,-27,-20,24,-1,-15,2
O=C(CN1C(=O)COc2ccccc21)N1CCN(C2CCCCC2)CC1,9,-1,-6,-9,9,9,6,6,2,7,-14

# Not a retest: an excerpt of the list.
SMILES,TLR9-MyD88 inh,SRC3 inh,EBV LMP1 NFkB,NCOA1 inh,NR2F2 inh,SRC2 inh,TRAIL sens C8,NR5A2 inv ag,TROY NFkB inh,TWEAK-Fn14 inh,NOD2-RIPK2 inh
Cc1cccc(C)c1NC(=O)C(c1ccccc1)n1c(-c2ccccc2)nc2ccccc21 (stereo not drawn),x,x,x,x,4,-40,-8,3,x,x,4
C=CC[C@@H](CC(=O)N[C@H](CO)Cc1ccccc1)C(=O)N[C@@H](C)COC(=O)[C@@H](CC=C)CC(=O)OC(C)(C)C,-8,21,4,7,12,-27,-20,24,-1,-15,2
O=C(CN1C(=O)COc2ccccc21)N1CCN(C2CCCCC2)CC1,9,-1,-6,-9,9,9,6,6,2,7,-14
